# Compound activity: PubChem, National Center for Advancing Translational Sciences (NCATS)
# TCR act: T cell receptor activation; primary human leukocytes, anti-CD3, IL-2 HTRF, 48 h; Potency, µM (titrated, usually from 9.22 µM), inactives show top-dose activation of IL-2 secretion, hits mostly activators; 330,000 tested, under 10 active; AID 504894; also: % of control where 0% means no effect
#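 IL-2 produced over 48 hr by a-CD3 bead-stimulated primary human leukocytes exposed to compounds was detected with a homogeneous time-resolved FRET immunoassay, 665nm acceptor signal after 320nm excitation.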
# Mito fusion act: inhibitors of mitochondrial division or activators of mitochondrial fusion; S. cerevisiae fusion-defective mutant growth rescue, CellTiterGlo 48 h; Potency, µM (series often up to 46.1 µM), without a hit: at the highest dose growth rescue (activation), actives largely listed as activators; 0.23% of 320,000 active; AID 485298;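 also: potency is read from the fitted curve at half-maximal effect; % of control where 0% means no effect; nearly all actives have a fitted effect of over 45% in size; temperature-sensitive fusion mutants such as fzo1-1 at 37 °C on non-fermentable ethanol glycerol medium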
#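 Growth-rescue viability read-out: after 48 h at the non-permissive 37C in glycerol/ethanol YPEG, yeast mitochondrial fusion mutants are measured by CellTiterGlo luminescence; compounds (23 nl pinned per well) restoring growth score as division inhibitors or fusion activators.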
# Menin-MLL TR inh: displaces Texas Red mutant MLL peptide from human menin | O00255 | Menin + Texas Red MLL mutant peptide, fluorescence polarization | Potency, µM (titrated, usually from 61.6 µM), without a hit: top-dose FP activity change, negative = inhibition, most hits filed as inhibitors | 0.23% of 270,000 active; active = well fitted inhibition curve with a large enough effect in the polarisation, with a control signal flat, not every such curve was filed as active; inconclusive = small, poorly fitted or top-dose-only effect, or effect the other way, or a change in a side signal; inactive = no such curve, though single readings can be large or run the other way; the % refers to the polarisation; also: potency is read from the fitted curve at half-maximal effect; % of control where 0% means no effect; many of its hits are not listed in these tables
# MBNL1 CUG block: inhibitors of human MBNL1 binding to CUG repeat RNA; TR-FRET MBNL1-His/biotin-(CUG)12 binding, 665/545 ratio; Potency, µM (titrated, usually from 57.5 µM), for inactives: top-dose activity change, negative = inhibition, actives largely listed as inhibitors; 0.036% of 280,000 active; AID 2675; active = well fitted inhibition curve with a large enough effect in the signal ratio, with a control signal flat, not every such curve was filed as active; inconclusive = small, poorly fitted or top-dose-only effect, or effect the other way, or a change in a side signal; inactive = no such curve, though single readings can be large or run the other way; the % refers to the signal ratio; also: potency is read from the fitted curve at half-maximal effect; % is scaled to controls: 0 for no effect and ±100 for the full control effect
#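 Compounds (final 92 nM to 58 uM) are added to His-tagged MBNL1 and biotin-(CUG)12, then terbium anti-His antibody and streptavidin-XL665 (5 nM final). After 60 min at room temperature, the 665/545 nm ratio is read.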
# Integrin act MD: activators of alpha7 integrin expression for muscular dystrophy. alpha7betagal myoblasts, beta-gal FDG fluorescence, 48 h. Potency, µM (highest dose often 38.3 µM), for inactives: top-dose activation, actives largely listed as activators. 0.064% of 350,000 active;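 also: potency is read from the fitted curve at half-maximal effect; 100% = response of the positive control SU9516; nearly all actives have a fitted effect of over 60% in size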
#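 Alpha7betagal+/- myoblasts (passage 13) were plated 16-24 hr, then exposed to compounds (1:260 dilution of DMSO stock) for 48 hours at 37C. After MPER lysis, β-galactosidase reporter activity was read as FDG fluorescence (ex 480/em 540) after 30 minutes.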
# CXXC DNA block: inhibitors of human MLL CXXC domain-DNA interaction; MLL-CXXC / FITC-HOXA9 DNA fluorescence polarization; 0.037% of 290,000 active; Potency, µM (series often up to 115 µM), for inactives: at the top dose activity change, negative = inhibition, usual class: inhibitors; active = well fitted inhibition curve with a large enough effect in the polarisation, with a control signal flat, not every such curve was filed as active; inconclusive = small, poorly fitted or top-dose-only effect, or effect the other way, or a change in a side signal; inactive = no such curve, though single readings can be large or run the other way; the % refers to the polarisation; also: potency is read from the fitted curve at half-maximal effect
#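 Steps: dispense CXXC domain solution (7 uM) → pin compounds or unlabeled HOX-A9 DNA control → 5 min ambient → add FLSN-HOX-A9 solution (50 nM) → spin → 30 min ambient → fluorescence polarization. Tris pH 7.5/NaCl/DTT/BSA buffer.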
# TSG101-PTAP inh: blocks PTAP/TSG101 interaction to inhibit HIV-1 budding | Fluorescence polarization, FITC-PTAP peptide / Tsg101 binding | Potency, µM (series often up to 115 µM), inactives show at the top dose activity change, negative = inhibition, actives largely listed as inhibitors | 340,000 tested, under 10 active; active = well fitted inhibition curve with a large enough effect in the main read-out, with a control signal flat, not every such curve was filed as active; inconclusive = small, poorly fitted or top-dose-only effect, or effect the other way, or a change in a side signal; inactive = no such curve, though single readings can be large or run the other way; also: potency is read from the fitted curve at half-maximal effect; % of control where 0% means no effect
#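 Fluorescence polarization binding of Tsg101 binding domain (10 uM final) to FITC-labeled PTAP peptide (50 nM final) in HEPES pH 7.5 buffer with NaCl, Tween 20, EDTA, TCEP. Compounds added before peptide; binding 20 min at RT.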
# TSHR antag: antagonists of human thyroid stimulating hormone receptor. TSHR-expressing cells, TSH-stimulated cAMP HTRF, 2 h; hits give low values. AID 504810. 0.2% of 330,000 active. activity change, negative = inhibition, % at 11.5 µM. P16473;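 active = activity change below a set negative limit, meaning inhibition stronger than a set level, cut at about -70% in these data; inconclusive = activity change between two set negative limits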; also: % is scaled to controls: 0 for no effect and ±100 for the full control effect
#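 Cell-based HTRF cAMP assay; TSHR cells + compound, TSH EC80 (4nM final), 2 h, 37 deg C. Lysis with anti-cAMP cryptate and cAMP-d2, 30 min RT, read 665/620 nm.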
# ASM inhibitor: human S-ASM enzyme inhibition. placental ASM, HMU-PC fluorogenic substrate, 60 min. Potency, µM (top dose mostly 57.5 µM), for inactives: at the highest dose activity change, negative = inhibition, usual class: inhibitors. P17405. AID 504937. 0.006% of 340,000 active; also: potency is read from the fitted curve at half-maximal effect
#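 Human placenta-derived ASM enzyme was preincubated with compound for 10 minutes at room temperature, then given fluorogenic substrate HMU-PC0 (9 uM final) for 60 minutes at 37 °C; a pH 10 stop preceded fluorescence reading at Ex 386/Em 447 nm.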
# AT treatment: potential ataxia-telangiectasia treatments restoring KAP-1 phosphorylation. […] A-T fibroblasts, KAP-1 phosphorylation AlphaLISA; neocarzinostatin DNA damage 30 min before lysis. Potency, µM (doses to about 57.5 µM), without a hit: at the top dose activation, most hits filed as activators. 0.19% of 320,000 active; also: potency is read from the fitted curve at half-maximal effect; % of control where 0% means no effect; nearly all actives have a fitted effect of over 45% in size
#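 hTERT-immortalized A-T patient fibroblasts ([…]), 500 cells/well in OPTI-MEM, 1% FBS, got compounds for 60 min, then NCS for 30 min at 37C. Lysates were then assayed for phospho-KAP-1 by AlphaLISA (anti-pKAP1 donor, anti-KAP1 acceptor beads), 6 hr at 25C.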
# The depositor's hits bear a star; ? = inconclusive; . = not tested or not shown; [ ] = dose if it differs, or a comment. Unless noted, calls follow the shape of the dose curve; as a rule, active = well fitted curve in the direction sought with a large enough effect; inconclusive = small, poorly fitted or top-dose-only effect, or another doubt; inactive = no such curve, though single readings can be large; an effect the other way counts as inactive or inconclusive. The list is partial; count on the stated rates, not on these rows.
SMILES,TCR act,Mito fusion act,Menin-MLL TR inh,MBNL1 CUG block,Integrin act MD,CXXC DNA block,TSG101-PTAP inh,TSHR antag,ASM inhibitor,AT treatment
CCOC(=O)C(=CNc1ncccc1C)C(=O)OCC,3%,2%,21%,4%,-35%,-5%,-11%,-11,-2%,2%
O=C(CNC(=O)c1ccc(Cl)cc1Cl)OCC(=O)N1CCN(c2ccccc2)CC1,8%,-3%,.,1%,-47%[inhibitor],7%,2%,-2,-3%,-3%
COc1ccc(C2NC(=S)N(c3ccccc3)C(C)=C2C(=O)Nc2ccccc2)cc1 (centres undefined),-20%,4%,-2%,36%[activator],15%,0%,-4%,17,-4%,.
C/C(=N\Nc1ccc([N+](=O)[O-])cc1)c1ccc(N)cc1,0%[46.1 µM],9%,?,?,-17%,26%,-1%,18,-13%,1%
CN(C)N1C(N)=C(C#N)C(c2ccc(Br)cc2)C2=C1CCCC2=O (centres undefined),-12%,2%,-1%,7%,22%,-15%,-1%,-3,1%,-6%
Cc1cccc(C)c1NC(=O)COc1ccc2c(C)c(Cc3ccccc3)c(=O)oc2c1C,-4%[46.1 µM],-2%,6%,-12%,-20%,4%,2%,3,0%,-6%
O=C(CCC(=O)Nc1ccc(F)cc1)N/N=C/c1ccc(Br)cc1,2%,7%,-7%,-4%,-38%,10%,-1%,9,2%,-4%
COc1ccc(N(CC(=O)Nc2ccc(F)cc2)S(=O)(=O)c2ccccc2[N+](=O)[O-])c(OC)c1,0%,0%,?,0%,-5%,2%,-1%,-10,-2%,-7%
N#C/C(=C\c1ccc(F)cc1)C(=O)Nc1ccccn1,-1%,-8%,4%,12%,4%,-27%,-2%,5,141%[activator],6%
Cc1cnc(C(=O)OCC(=O)NC(=O)NC(C)C)cn1,0%,2%,4%,2%,37%,16%,-2%,-5,4%,-11%
COc1ccc(-n2nc(C(=O)NCC(=O)NC3CCCCCC3)c3ccccc3c2=O)cc1OC,3%,0%,.,25%,-42%,4%,-4%,7,-1%,1%
Oc1ccc(NCc2cccs2)cc1,6%,-1%,7%,?,-49%[inhibitor],2%,1%,4,-4%,3%
N#Cc1ccc(C(=O)NC(=S)N2CCN(C=O)CC2)cc1,1%,.,.,.,13%,.,-5%,21,3%,-23%
COCC(C)NC(=O)c1ccc(Cl)c(Cl)c1 (centres undefined),3%[46.1 µM],-1%,-1%,0%,12%,0%,-11%,18,4%,-1%
Cc1nn(C)c(C(=O)N2CCN(C(=O)c3ccco3)CC2)c1Br,12%[46.1 µM],-5%,1%,4%,-5%,9%,0%,-4,3%,-5%
C[C@H](CO)N1C[C@H](C)[C@@H](CN(C)S(=O)(=O)c2cccs2)Oc2ccc(NS(=O)(=O)c3cn(C)cn3)cc2C1=O,-1%,.,.,.,-8%,.,2%,2,6%,13%
N#CNC(=Nc1cccc(Cl)c1)Oc1ccccc1,3%,-2%,.,-1%,13%,-22%,0%,-3,-2%,-23%
COc1cc2c(cc1OC)C(c1ccccc1C(F)(F)F)CC(=O)N2 (centres undefined),-4%,2%,-19%,?,14%,13%,-2%,67,-2%,1%
Cc1nn(-c2ccccc2)c(Oc2ccc(F)cc2)c1/C=N/n1cnnc1,3%,5%,4%,-11%,-7%,2%,-2%,-11,-3%,-7%
O=C(COC(=O)c1ccccn1)Nc1cccnc1Cl,6%,-1%,.,.,5%,.,-5%,-4,1%,-6%
COc1cc(NC(=O)COC(=O)C2CC(O)CN2S(=O)(=O)c2ccc(Cl)cc2)c(C)cc1[N+](=O)[O-] (centres undefined),4%,.,.,.,-28%,.,-2%,.,-1%,.
Cc1ccc(NC(=O)CCC(=O)NNC(=O)CCc2ccccc2)c(C)c1,-2%,3%,-14%,0%,10%,1%,0%,5,4%,2%
COCc1cc(C)nc(N/N=C/c2ccc(-c3ccc(Cl)cc3[N+](=O)[O-])o2)c1C#N,5%,5%,?,?,-16%,-10%,-6%,-13,0%,-19%
S=c1[nH]c2cc3c(cc2[nH]1)OCCO3,-4%,2%,.,-7%,?,-27%,-7%,-4,4%,-5%
O=C(CCC1CCN(C(=O)Cc2c(F)cccc2F)CC1)NC1CC1,-8%,?,.,-6%,9%,?,-4%,45,-5%,19%

# Profiles, looked up by structure.
# Entry for COCC(C)NC(=O)c1ccc(Cl)c(Cl)c1 (centres undefined) = TCR act: 3%[46.1 µM]; Mito fusion act: -1%; Menin-MLL TR inh: -1%; MBNL1 CUG block: 0%; Integrin act MD: 12%; CXXC DNA block: 0%; TSG101-PTAP inh: -11%; TSHR antag: 18; ASM inhibitor: 4%; AT treatment: -1%
# Entry for COc1ccc(C2NC(=S)N(c3ccccc3)C(C)=C2C(=O)Nc2ccccc2)cc1 (centres undefined) = TCR act: -20%; Mito fusion act: 4%; Menin-MLL TR inh: -2%; MBNL1 CUG block: 36%[activator]; Integrin act MD: 15%; CXXC DNA block: 0%; TSG101-PTAP inh: -4%; TSHR antag: 17; ASM inhibitor: -4%; AT treatment: .

# 4 compounds out of the list, sorted by molecular weight, high to low.
SMILES,TCR act,Mito fusion act,Menin-MLL TR inh,MBNL1 CUG block,Integrin act MD,CXXC DNA block,TSG101-PTAP inh,TSHR antag,ASM inhibitor,AT treatment
O=C(CNC(=O)c1ccc(Cl)cc1Cl)OCC(=O)N1CCN(c2ccccc2)CC1,8%,-3%,.,1%,-47%[inhibitor],7%,2%,-2,-3%,-3%
Cc1nn(-c2ccccc2)c(Oc2ccc(F)cc2)c1/C=N/n1cnnc1,3%,5%,4%,-11%,-7%,2%,-2%,-11,-3%,-7%
C/C(=N\Nc1ccc([N+](=O)[O-])cc1)c1ccc(N)cc1,0%[46.1 µM],9%,?,?,-17%,26%,-1%,18,-13%,1%
N#C/C(=C\c1ccc(F)cc1)C(=O)Nc1ccccn1,-1%,-8%,4%,12%,4%,-27%,-2%,5,141%[activator],6%

# Continued:
SMILES,TCR act,Mito fusion act,Menin-MLL TR inh,MBNL1 CUG block,Integrin act MD,CXXC DNA block,TSG101-PTAP inh,TSHR antag,ASM inhibitor,AT treatment
Nc1nc(-c2ccco2)nn1C(=O)c1ccccc1,-4%,0%,1%,-10%,-17%,173%[activator],-2%,-7,2%,3%
CC(C)c1ccc(C2c3[nH]c4ccccc4c3C[C@H]3C(=O)N(c4ccccc4C(=O)N4CCC(C(=O)O)CC4)C(=O)N23)cc1 (some centres undefined),-3%,1%,11%,-5%,0%,-23%,-5%,-5,-4%,4%
COC(=O)c1ccccc1NC(=O)CSc1nnc(-c2cccnc2)o1,5%,3%,-2%,-3%,-71%[inhibitor],51%[activator],1%,3,0%,-5%
O=C(CN1CCCC1)Nc1nc(-c2ccc3c(c2)CCN3C(=O)c2ccccc2F)cs1,-4%,9%,.,3%,-69%[inhibitor],-4%,0%,0,5%,2%
CCCCc1nnc(NC(=O)c2cccc(S(=O)(=O)N3CCN(C)CC3)c2)s1,2%,0%,.,-1%,11%,-13%,-6%,5,3%,8%
CC(C)(C)S(=O)(=O)c1ccc(S(=O)(=O)C(C)(C)C)s1,1%[46.1 µM],3%,0%,-7%,.,-11%,.,20,.,9%
CCc1cc2cc3c(cc2nc1SCC(=O)N1CCN(C(=O)c2ccco2)CC1)OCO3,-4%,4%,1%,-10%,10%,0%,-3%,-2,-5%,2%
COc1ccc(NC(=O)CCNC(=O)C2CCN(S(=O)(=O)c3ccc(OC)cc3)CC2)cc1,-2%,1%,.,-1%,10%,7%,-5%,-11,0%,-5%
Cc1ccc(S(=O)(=O)NN2C(=O)/C(=C/c3cccs3)SC2=S)cc1,-2%,13%,.,13%,-5%,?,-8%,-16,-24%,-14%
CCCc1cc2c(=O)c(-c3nc4ccccc4s3)c(COCC(=O)O)oc2cc1O,3%,-21%,?,-12%,-10%,-9%,0%,4,49%[activator],-4%
Cc1ccc(C(=O)NCCc2sc(C)nc2C)cc1,2%[46.1 µM],-1%,5%,-5%,0%,5%,-11%,17,7%,-2%
CCN1C(=O)c2cccc3c(S(=O)(=O)NCc4cccnc4)ccc1c23,6%,0%,.,?,-1%,0%,-3%,19,284%[activator],6%
O=C1CN(C(=O)COC(=O)c2ccc[n+]([O-])c2)c2ccccc2N1,-12%,-2%,1%,-3%,12%,2%,-3%,-14,1%,-9%
